esBAF inh = SWI/SNF esBAF complex inhibition. mouse ES cells, Bmi1-luciferase knock-in reporter, 24 h; 100% = twice the neutral-well signal. reporter increase, % at 12.5 µM. 350,000 compounds, 2% hits; in the data active means activation above about 40%;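 further: 0% = median of the plate's neutral control wells and 100% = double that signal; a rise in the Bmi1 reporter signal indicates esBAF inhibition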
RAD52 inh = blocks human RAD52 DNA annealing; P43351; recombinant RAD52 DNA annealing, FRET fluorescence; inhibition, % at 18.7 µM; 360,000 compounds, 0.46% hits;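 active means every replicate showing at least 50% inhibition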
RAD54 branch = blocks human RAD54 Holliday junction branch migration | Q92698 | FAM/BHQ fluorescence | inhibition, % at 10.4 µM | 360,000 compounds, 0.14% hits;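 active means mean normalized replicate activity at least 40 and at least half of replicates scoring 40 or more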;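 further: 0% = median of neutral control wells and 100% = median of positive control wells; inhibitors cause a drop in the FAM fluorescence signal; in these data hits start at about 50%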
EWS-Fli block = inhibitors of EWS/Fli oncoprotein transcriptional activity; 350,000 compounds, 0.67% hits; A673 NR0B1-luciferase reporter, viability-normalised; inhibition, % at 12.6 µM;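 active means mean inhibition of at least 50% after viability correction, with every replicate also passing that limit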;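 further: firefly luciferase signal divided by Alamar Blue viability fluorescence both relative to DMSO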
FN deposition inh = fibronectin deposition inhibition. AH1F fibroblasts, Alexa488-fibronectin deposition fluorescence, overnight. inhibition, % at 12.6 µM. 350,000 compounds, 0.086% hits. AID 743247;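 active means mean inhibition across replicates of 30% or more, regardless of how many single replicates reach that level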;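 further: positive control wells lacked labelled fibronectin entirely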
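Schedule: 1 h cell adhesion before compound, then overnight fibronectin incubation; test system: AH1F fibroblast monolayer depositing Alexa488-labelled fibronectin into matrix; quantity: 10000 AH1F cells per well; probe or stimulus: fluorescent fibronectin at 24 nM final; signal: fluorescence, ex 485 nm, em 525 nm; evaluation: percent inhibition as loss of matrix-bound fibronectin fluorescence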
S100A4 inh HTS = S100A4-myosin IIA interaction inhibition; inhibition, % at 10.7 µM; P26447; 360,000 compounds, 0.14% hits; S100A4/TAMRA-MyoIIA peptide fluorescence polarization;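 active means mean inhibition of at least 70% across replicates, with every replicate also reaching that level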
Target sequence (P26447 whole entry, looked up): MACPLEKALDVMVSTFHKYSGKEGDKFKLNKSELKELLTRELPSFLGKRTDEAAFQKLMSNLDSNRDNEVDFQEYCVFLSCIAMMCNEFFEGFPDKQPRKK
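System – human S100A4 monomer protein, biochemical binding assay · Buffer or medium – Calcium-containing HEPES buffer, pH 7.2 · Timing – 5 min between mix addition and reading · Also added – TAMRA-labelled myosin IIA heavy-chain peptide probe, 5 nM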
XiGFP reactiv = X-chromosome reactivation activator | 360,000 compounds, 0.055% hits | activation, % at 7.58 µM | XiGFP mouse fibroblasts, % GFP-positive cells imaging, 3 d; cells co-treated with 5-aza-dC sensitizer; scaled so ellipticine positive control = 100% | AID 743238;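 active means mean normalized replicate activation at least 10% and every replicate at or above 10%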;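 further: 0% = median of on-plate neutral control wells and 100% = ellipticine 6 µM median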
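System: 68-5-11 XiGFP fibroblast line; Timing: 3 days compound exposure; Compound dosing: one concentration, pinned; Benchmarks: positive control ellipticine, 6 µM final; Buffer or medium: DMEM containing 5-aza-dC.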
E-sel inducer = E-selectin induction on HUVECs; activation, % at 7.58 µM; 260,000 compounds, 0.37% hits; P16581; HUVEC E-selectin immunofluorescence imaging; normalized: neutral wells 0, TNF-alpha wells 100;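 active means mean E-selectin-positive cell signal at least 10% of the positive control, reached in at least 60% of replicates, without over 20% cell loss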;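 further: in these data hits start at about 27%; measured in HUVEC primary endothelial cells; signal is the percent of cells scored E-selectin positive by PE staining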
Target sequence (P16581 whole entry, looked up): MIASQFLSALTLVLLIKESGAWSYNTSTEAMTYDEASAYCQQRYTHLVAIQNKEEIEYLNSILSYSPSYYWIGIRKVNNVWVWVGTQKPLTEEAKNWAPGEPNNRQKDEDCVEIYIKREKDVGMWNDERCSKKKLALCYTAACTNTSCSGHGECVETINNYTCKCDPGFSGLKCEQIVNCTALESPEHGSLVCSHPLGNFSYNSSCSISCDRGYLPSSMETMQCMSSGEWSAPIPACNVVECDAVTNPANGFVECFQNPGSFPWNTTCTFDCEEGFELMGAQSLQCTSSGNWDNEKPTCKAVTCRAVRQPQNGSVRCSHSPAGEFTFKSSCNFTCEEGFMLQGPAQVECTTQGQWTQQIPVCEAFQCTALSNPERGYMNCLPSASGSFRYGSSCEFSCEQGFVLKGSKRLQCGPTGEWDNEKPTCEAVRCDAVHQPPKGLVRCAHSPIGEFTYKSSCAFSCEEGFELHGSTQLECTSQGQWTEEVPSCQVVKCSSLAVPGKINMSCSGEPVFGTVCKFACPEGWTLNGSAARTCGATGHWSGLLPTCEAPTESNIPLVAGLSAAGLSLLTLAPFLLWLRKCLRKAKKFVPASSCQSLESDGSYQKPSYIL
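System: HUVEC / Compound: single concentration / Signal: immunofluorescence imaging / Read-out: percent E-selectin-positive cells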
* hit, by the source's call; / = no result given.

1: Cc1cc(C(=O)Nc2cccc3c2O[C@@H](CN(C)Cc2ccc(C(=O)Nc4ccccc4N)cc2)[C@@H](C)CN([C@@H](C)CO)C3=O)n(C)n1
2: C=C(C)CN=CC1(C)CCC(C)=CO1 (stereo not given)
3: CSc1cccc(NC(=S)N(Cc2ccc(C)cc2)Cc2ccccn2)c1
4: C[C@H]1CN([C@@H](C)CO)C(=O)c2cccc(NC(=O)Nc3cccc4ccccc34)c2O[C@H]1CN(C)S(=O)(=O)c1cn(C)cn1
5: COCC(=O)Nc1ccc2c(c1)C(=O)N(C)C[C@H](OC)[C@@H](C)CN(C(C)=O)[C@H](C)CO2
6: Cc1cccc(NC(=S)N2CCC(NC(=O)C3CCCCC3)CC2)c1

| assay / entry | 1 | 2 | 3 | 4 | 5 | 6 |
| --- | --- | --- | --- | --- | --- | --- |
| EWS-Fli block | 14 | 8 | 4 | -12 | 8 | 5 |
| E-sel inducer | 1.8 | -0.6 | / | 0.1 | -0.1 | 0.0 |
| RAD54 branch | 6 | -11 | / | -4 | 0 | 7 |
| RAD52 inh | -7 | -72 | -7 | 16 | 2 | -4 |
| esBAF inh | -12 | -3 | / | -1 | 1 | 4 |
| XiGFP reactiv | -0.5 | 0.2 | 0.0 | -0.2 | -0.1 | 0.2 |
| S100A4 inh HTS | 13 | -5 | 0 | -7 | 24 | 0 |
| FN deposition inh | 13 | / | / | -18 | 3 | 3 |

The final two records of the section before open the next one:
5: COCC(=O)Nc1ccc2c(c1)C(=O)N(C)C[C@H](OC)[C@@H](C)CN(C(C)=O)[C@H](C)CO2
6: Cc1cccc(NC(=S)N2CCC(NC(=O)C3CCCCC3)CC2)c1
7: CCOc1ccc(S(=O)(=O)NCc2ccncc2)cc1NC(=O)c1ccccc1
8: O=C(NCCn1cccn1)C1CCC(=O)N(CCc2ccccc2)C1 (stereo not given)
9: CCCCNc1c([N+](=O)[O-])cc(C)cc1[N+](=O)[O-]
10: O=C(COC(=O)c1cc(=O)[nH]c(=O)[nH]1)Nc1cccc(S(=O)(=O)N2CCOCC2)c1
11: COc1ccc(-c2noc(CCC(=O)N3CCN(c4cccc(C)c4)CC3)n2)cc1
12: Cc1ccc(S(=O)(=O)Nc2ccc3c(c2)CC(=O)N([C@H](C)CO)C[C@H](C)[C@@H](CN(C)S(C)(=O)=O)O3)cc1

| assay / entry | 5 | 6 | 7 | 8 | 9 | 10 | 11 | 12 |
| --- | --- | --- | --- | --- | --- | --- | --- | --- |
| EWS-Fli block | 8 | 5 | 38 | -2 | -10 | 0 | 0 | 2 |
| E-sel inducer | -0.1 | 0.0 | / | 0.5 | / | -1.5 | 0.1 | -0.3 |
| RAD54 branch | 0 | 7 | / | 2 | 1 | / | 0 | -6 |
| RAD52 inh | 2 | -4 | -7 | -9 | 5 | -11 | -16 | -7 |
| esBAF inh | 1 | 4 | / | -1 | 0 | / | -6 | -6 |
| XiGFP reactiv | -0.1 | 0.2 | 0.4 | 0.3 | / | 0.3 | 0.0 | 0.1 |
| S100A4 inh HTS | 24 | 0 | -8 | -3 | -2 | 1 | -2 | -6 |
| FN deposition inh | 3 | 3 | 3 | -3 | / | -1 | 0 | -5 |

13: C[C@@H]1CN([C@H](C)CO)C(=O)c2cccc(NC(=O)CCCCCC(=O)Nc3ccccc3N)c2O[C@H]1CN(C)Cc1ccncc1
14: CC1CCN(C(=O)CCNC(=O)c2ccccc2Cl)CC1
15: COc1cccc(CNC(=O)CCC2CCCN(C(=O)c3ccc(F)c(Cl)c3)C2)c1 (stereo not given)
16: COc1ccccc1N1CCN(CC(O)COc2ccc(C)c(C)c2)CC1 (stereo not given)
17: CC(C)C1CC(C(F)(F)F)n2nc(C(=O)O)cc2N1 (stereo not given)
18: C[C@H]1CN([C@@H](C)CO)C(=O)c2cc(C#CC3CCCCC3)cnc2O[C@@H]1CN(C)Cc1ccncc1

| assay / entry | 13 | 14 | 15 | 16 | 17 | 18 |
| --- | --- | --- | --- | --- | --- | --- |
| EWS-Fli block | 7 | / | -3 | 2 | -8 | 6 |
| E-sel inducer | -8.2 | 0.2 | -1.6 | / | / | 0.3 |
| RAD54 branch | / | -5 | -3 | 5 | / | 1 |
| RAD52 inh | 4 | -8 | -25 | -4 | 4 | 5 |
| esBAF inh | / | 14 | -2 | -11 | / | / |
| XiGFP reactiv | 0.0 | 0.1 | 0.2 | 0.3 | -0.1 | -0.8 |
| S100A4 inh HTS | -8 | 2 | -5 | -3 | 1 | 7 |
| FN deposition inh | / | 0 | -7 | 3 | -4 | / |

Copied from above, compounds 10 to 18
10: O=C(COC(=O)c1cc(=O)[nH]c(=O)[nH]1)Nc1cccc(S(=O)(=O)N2CCOCC2)c1
11: COc1ccc(-c2noc(CCC(=O)N3CCN(c4cccc(C)c4)CC3)n2)cc1
12: Cc1ccc(S(=O)(=O)Nc2ccc3c(c2)CC(=O)N([C@H](C)CO)C[C@H](C)[C@@H](CN(C)S(C)(=O)=O)O3)cc1
13: C[C@@H]1CN([C@H](C)CO)C(=O)c2cccc(NC(=O)CCCCCC(=O)Nc3ccccc3N)c2O[C@H]1CN(C)Cc1ccncc1
14: CC1CCN(C(=O)CCNC(=O)c2ccccc2Cl)CC1
15: COc1cccc(CNC(=O)CCC2CCCN(C(=O)c3ccc(F)c(Cl)c3)C2)c1 (stereo not given)
16: COc1ccccc1N1CCN(CC(O)COc2ccc(C)c(C)c2)CC1 (stereo not given)
17: CC(C)C1CC(C(F)(F)F)n2nc(C(=O)O)cc2N1 (stereo not given)

| assay / entry | 10 | 11 | 12 | 13 | 14 | 15 | 16 | 17 |
| --- | --- | --- | --- | --- | --- | --- | --- | --- |
| EWS-Fli block | 0 | 0 | 2 | 7 | / | -3 | 2 | -8 |
| E-sel inducer | -1.5 | 0.1 | -0.3 | -8.2 | 0.2 | -1.6 | / | / |
| RAD54 branch | / | 0 | -6 | / | -5 | -3 | 5 | / |
| RAD52 inh | -11 | -16 | -7 | 4 | -8 | -25 | -4 | 4 |
| esBAF inh | / | -6 | -6 | / | 14 | -2 | -11 | / |
| XiGFP reactiv | 0.3 | 0.0 | 0.1 | 0.0 | 0.1 | 0.2 | 0.3 | -0.1 |
| S100A4 inh HTS | 1 | -2 | -6 | -8 | 2 | -5 | -3 | 1 |
| FN deposition inh | -1 | 0 | -5 | / | 0 | -7 | 3 | -4 |

18: C[C@H]1CN([C@@H](C)CO)C(=O)c2cc(C#CC3CCCCC3)cnc2O[C@@H]1CN(C)Cc1ccncc1

| assay / entry | 18 |
| --- | --- |
| EWS-Fli block | 6 |
| E-sel inducer | 0.3 |
| RAD54 branch | 1 |
| RAD52 inh | 5 |
| esBAF inh | / |
| XiGFP reactiv | -0.8 |
| S100A4 inh HTS | 7 |
| FN deposition inh | / |

Source: PubChem

Compounds as they come; overall some 3% were active at least once.
